# Screening results as filed in PubChem.
# TRHR agonist: TRH receptor (human) agonism | 360,000 compounds, 0.18% hits | P34981 | activation, % at 2 µM | TRHR cells, calcium flux fluo-8, FDSS agonist mode; in the data active means activation above about 30%; further: 0% is about no effect
#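 Fluo-8-loaded TRHR cells; 10 s baseline, compound added, kinetic Ca2+ fluorescence read 1/s, agonist mode.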
# TRHR PAM: TRH receptor (human) allosteric enhancement; TRHR cells, fluo-8 calcium fluorescence, EC20 TRH enhancement; enhancement, % at 2 µM; 360,000 compounds, 0.66% hits; AID 493056; in the data active means enhancement above about 30%; further: 0% is about no effect
#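 TRHR-expressing cells loaded with fluo-8 calcium dye were read kinetically (ex 480/em 530) during compound addition, then stimulated with an EC20 of TRH (10 nM final). Enhancement of the Gq-mediated intracellular calcium response was scored.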
# PI4K2A inh: PI4K2A (human) kinase inhibition. Q9BTU6. purified PI4K2A, ADP-Glo luminescence, 1 h; active compounds read low. activity change, negative = inhibition, % at 76.9 µM. 420,000 compounds, 0.13% hits; in the data active means activity change below about -50%; inconclusive means mostly about -30% to -49%;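 further: -100% = wells without enzyme as full effect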
#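 PI4K2A activity was measured by ADP-Glo luminescence: enzyme (4 ug/mL stock) and phosphatidylinositol (1.2 mM stock) in Tris pH 7.5/MgCl2/EGTA/Triton X-100 buffer were reacted with ATP (300 microM stock) for one hour at ambient temperature.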
# rTrxR1 inhibitor: inhibitors of rat thioredoxin reductase 1 | Potency, µM (titrated, usually from 114 µM), for inactives: top-dose activity change, negative = inhibition, hits mostly inhibitors | 390,000 compounds, 1% hits | O89049 | recombinant rTrxR1, NADPH fluorescence consumption, selenite substrate; further: potency means the concentration at half of the fitted maximal effect; on the % scale 0 is the no-effect control and ±100 the full control effect; nearly all actives have a fitted effect of over 65% in size
#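 Rat TrxR1 (90 nM in the dispensed reagent) was pre-reduced with 400 uM NADPH for 5 min at room temperature, then incubated with compound for 15 min. After 400 uM selenite was added, NADPH fluorescence (Ex 340/Em 450 nm) was followed for 8 min.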
# D2 antag: D2 dopamine receptor (human) antagonism; P14416; HEK293 TREx D2 cells, calcium flux, dopamine EC80; inhibition, % at 10 µM; 340,000 compounds, 2% hits; AID 485344; in the data active means inhibition above about 30%; further: 0% is about no effect
# Target sequence (P14416 whole entry, looked up): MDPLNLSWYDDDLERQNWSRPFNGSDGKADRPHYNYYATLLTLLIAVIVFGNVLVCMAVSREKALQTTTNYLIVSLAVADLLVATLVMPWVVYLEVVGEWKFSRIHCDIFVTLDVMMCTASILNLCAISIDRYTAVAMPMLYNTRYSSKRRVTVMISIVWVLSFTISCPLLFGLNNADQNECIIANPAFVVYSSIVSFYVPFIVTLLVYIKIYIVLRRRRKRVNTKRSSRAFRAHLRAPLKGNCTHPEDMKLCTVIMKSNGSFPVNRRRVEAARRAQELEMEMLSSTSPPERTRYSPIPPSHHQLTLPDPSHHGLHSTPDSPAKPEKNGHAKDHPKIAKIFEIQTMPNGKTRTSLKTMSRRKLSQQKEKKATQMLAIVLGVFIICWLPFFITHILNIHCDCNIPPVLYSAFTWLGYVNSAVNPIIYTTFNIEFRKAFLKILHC
#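 Antagonism is scored as inhibition of an EC80 dopamine-evoked calcium signal in a force-coupled, tetracycline-inducible HEK293 T-REx D2 line, with compound present 180 s before agonist.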
# IDH1 R132H inh: inhibitors of human mutant IDH1 R132H; O75874; IDH1-R132H enzyme, NADPH consumption, diaphorase/resazurin fluorescence; Potency, µM (highest dose often 76.6 µM), for inactives: top-dose activity change, negative = inhibition, actives largely listed as inhibitors; 390,000 compounds, 0.093% hits; AID 602179; further: potency means the concentration at half of the fitted maximal effect; on the % scale 0 is the no-effect control and ±100 the full control effect; nearly all actives have a fitted effect of over 65% in size
# Target sequence (O75874 whole entry R132H, stated change not applied): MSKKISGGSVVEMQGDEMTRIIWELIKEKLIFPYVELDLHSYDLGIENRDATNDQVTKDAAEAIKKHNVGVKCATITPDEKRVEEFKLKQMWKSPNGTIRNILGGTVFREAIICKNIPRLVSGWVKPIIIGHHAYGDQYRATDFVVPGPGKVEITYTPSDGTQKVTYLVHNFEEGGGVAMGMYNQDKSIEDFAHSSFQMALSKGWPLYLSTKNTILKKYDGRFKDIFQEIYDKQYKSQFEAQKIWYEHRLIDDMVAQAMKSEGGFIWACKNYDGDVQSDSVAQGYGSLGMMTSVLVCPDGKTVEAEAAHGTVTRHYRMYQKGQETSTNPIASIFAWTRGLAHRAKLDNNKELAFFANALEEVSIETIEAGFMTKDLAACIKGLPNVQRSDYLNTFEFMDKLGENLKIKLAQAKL
#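 IDH1-R132H (0.5 ug/mL) preincubated 30 min with compound, then NADPH (0.016 mM) and alpha-KG (2 mM) added; 80 min at RT, pH 7.5. Remaining NADPH coupled via diaphorase/resazurin to fluorescence (540/590 nm); concentration-response curves normalized to no-enzyme control.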
# USP1 inh: USP1/UAF1 (human) deubiquitinase inhibition | O94782 | recombinant USP1/UAF1, Ub-Rhodamine cleavage fluorescence | Potency, µM (top dose mostly 57.1 µM), for the others: at the highest dose activity change, negative = inhibition, hits mostly inhibitors | 390,000 compounds, 0.23% hits; further: potency means the concentration at half of the fitted maximal effect; on the % scale 0 is the no-effect control and ±100 the full control effect; nearly all actives have a fitted effect of over 60% in size; inactives centre near -12
#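 In this screen, compounds sit with the deubiquitinase complex (1nM) for 15 min at room temperature before Ub-Rho is added at 150nM final. Fluorescence rise is then followed for 6 reads every 60 seconds.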
# D2 ag: activates the human D2 dopamine receptor; P14416; activation, % at 2 µM; AID 485358; HEK293 T-REx D2 cells, calcium flux agonist mode; 340,000 compounds, 0.53% hits;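 active means activation over 3 SD above normal in the single-dose calcium agonist read, cut at about 30% in these data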; further: 0% is about no effect
#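 Agonism is scored from calcium flux in a force-coupled, inducible HEK293 cell line expressing D2, read kinetically for 180 s after compound addition against dopamine controls.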
# TrxR1 substrate: is turned over as a substrate by rat TrxR1; O89049; purified TrxR1 substrate turnover, NADPH consumption readout; Potency, µM (series often up to 114 µM), for the others: at the highest dose activity change, negative = substrate turnover; 390,000 compounds, 0.01% hits; further: potency means the concentration at half of the fitted maximal effect; on the % scale 0 is the no-effect control and ±100 the full control effect; nearly all actives have a fitted effect of over 50% in size
#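 Rat TrxR1, dispensed at 90 nM, was prereduced with 400 uM NADPH (final) for 5 min at ~22 deg C, then incubated with compound 15 min before 400 uM selenite. A first-read NADPH fluorescence drop versus no-compound background flagged substrates.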
# The depositor's hits bear a star; ? = inconclusive; / = not tested or not shown; & = joins results of further samples; [ ] = another dose, or the depositor's remark. Unless noted, the call rests on the fitted dose curve; in most records, active means well fitted inhibition curve with a large enough effect; inconclusive means small, poorly fitted or top-dose-only effect; inactive means no such curve, though single readings can be large or run the other way.
Compound	TRHR agonist	TRHR PAM	PI4K2A inh	rTrxR1 inhibitor	D2 antag	IDH1 R132H inh	USP1 inh	D2 ag	TrxR1 substrate
O=C(Nc1ccccc1C(=O)N1CCCCCC1)c1ccccc1	0.5	2	9	21%	-27	7%	-22%	0.9	3%
CC(=O)Nc1ccc(NC(=O)C(C)OC(=O)C2CC3C=CC2C3)cc1 (stereo not given)	0.8	-3	-1	-4%	9	-4%	-6%	1.1	-3%
CCCCNC(=O)[C@@H]1CSC2c3ccccc3C(=O)N21 (stereo not given in full)	-0.2	-2	-6	27%	0	15%	-6%	-0.2	2%
O=C(Nc1nccs1)c1cccc(NC(=O)c2ccco2)c1	-0.2	7	0	-2%	-1	1%	-22%	-0.1	2%
O=C(c1ccccc1)c1ccc(OCC(O)CN2CCCC2)cc1 (stereo not given)	-0.7	11	1	14%	72*	-2%	-11%	-0.6	-1%
CCCn1c(=S)[nH]c2ccc(C(F)(F)F)cc21	-0.6	8	3	9%[57.1 µM]	-13	0%	-5%	-0.5	-2%
Cc1ccc(NC(=O)CN(C)c2ccc(S(=O)(=O)N3CCN(C)CC3)cn2)cc1	-0.2	-6	4	-5%	-14	0%	-14%	0.2	-2%
COCCN(Cc1cc2cc3c(cc2n2nnnc12)OCO3)C(=O)c1ccccc1F	-0.2	2	-7	9%	-10	3%	-12%	0.3	13%
CCc1ccc(O)c(-c2cc(C(=O)Nc3cccnc3)[nH]n2)c1	0.1	5	5	-13%	-4	-1%	-25%	-0.6	-12%
CCOC(=O)C1=C(C)NC(C)=C(C(=O)OCC)C1C	-0.5&-2.1	-4&1	-4	12%	-7&-6	1%	1%	0.2&-2.4	7%
Nc1cc2c(cc1Br)[nH]c(=O)c1ccccc12	/	/	-6	9%[11.4 µM]	/	3%	?	/	11%[57.1 µM]
COc1ccc2oc(=O)cc(CN3CCN(c4ccccc4F)CC3)c2c1	-1.4	-2	2	3%	/	-12%	-6%	4.6	1%
O=c1c2nncn2c2cc(C(F)(F)F)ccc2n1CCNc1ncc(C(F)(F)F)cc1Cl	0.2	8	5	0%	-15	0%	-13%	-1.9	-8%
CSCCc1nc(SCC(=O)Nc2nnc(C)s2)[nH]c1C	-0.5	3	-1	3%[57.1 µM]	-8	-2%	-11%	-0.5	7%[57.1 µM]
CC(C)CCN1CCN(Cc2ccon2)CC1CCO (stereo not given)	1.7	-4	2	7%	/	0%	-17%	/	6%
CC(C)CSc1ncnc2c1oc1nc3c(cc12)COC(C)(C)C3	1.2	1	1	-7%	0	1%	-19%	2.5	-3%

# In the list so far, 4 contain an NH in an aromatic ring:
Compound	TRHR agonist	TRHR PAM	PI4K2A inh	rTrxR1 inhibitor	D2 antag	IDH1 R132H inh	USP1 inh	D2 ag	TrxR1 substrate
CCCn1c(=S)[nH]c2ccc(C(F)(F)F)cc21	-0.6	8	3	9%[57.1 µM]	-13	0%	-5%	-0.5	-2%
CCc1ccc(O)c(-c2cc(C(=O)Nc3cccnc3)[nH]n2)c1	0.1	5	5	-13%	-4	-1%	-25%	-0.6	-12%
Nc1cc2c(cc1Br)[nH]c(=O)c1ccccc12	/	/	-6	9%[11.4 µM]	/	3%	?	/	11%[57.1 µM]
CSCCc1nc(SCC(=O)Nc2nnc(C)s2)[nH]c1C	-0.5	3	-1	3%[57.1 µM]	-8	-2%	-11%	-0.5	7%[57.1 µM]

# Next entries.
Compound	TRHR agonist	TRHR PAM	PI4K2A inh	rTrxR1 inhibitor	D2 antag	IDH1 R132H inh	USP1 inh	D2 ag	TrxR1 substrate
O=C(CSc1nc2ccccc2[nH]1)c1ccc2c(c1)OCO2	0.3	-1	3	-14%	16	16%	-7%	-1.3	-4%
COc1ccc2cc(CN(C(=O)Nc3ccccc3OC)C3CCCC3)c(=O)[nH]c2c1	-0.9	3	-9	-13%[57.1 µM]	9	1%	-6%	-0.7	3%[57.1 µM]
Cc1ccc(Cl)cc1NC(=O)C1CCCN(S(=O)(=O)c2cccc3cccnc23)C1 (stereo not given)	-1.9	-7	-3	18%	/	1%	?	-0.4	3%
COc1ccc(NC(=O)CS(=O)CC(=O)Nc2cccc3cccnc23)cc1 (stereo not given)	0.1	12	-1	10%[57.1 µM]	/	0%	-22%	/	5%[57.1 µM]
Cc1nc(S/C(=C/c2ccc(-c3cccc(Cl)c3)o2)C(=O)O)n[nH]1	2.2	25	0	0%	10	3%	-19%	0.2	-5%
Cc1nc2nc(NCc3ccc(Br)cc3)[nH]n2c(=O)c1Cc1ccccc1	0.2	-1	0	18%	/	20%	0%	2.1	3%
O=C(NC(=S)Nc1ccccc1F)C1CCCCC1	-0.3	-4	/	/	-10	/	/	1.0	/
Cc1ccc2scc(N3CCCCC3)c(=O)c2c1	0.0	-5	-1	17%[57.1 µM]	/	3%	-21%	-0.6	-1%[57.1 µM]
COc1ccc(CNc2nc(-c3ccc(OC)cc3)cc(C(F)(F)F)n2)cc1	1.9	-5	-4	1%	/	9%	-11%	/	5%
O=C(CSc1nnc(-c2cccnc2)n1CCc1ccccc1)N1CCCCC1	-0.2	9	2	2%	-20	4%	-10%	0.2	6%
COc1ccc(C2=NN(C(C)=O)CC2c2cccc([N+](=O)[O-])c2)cc1 (stereo not given)	-0.7	-1	6	18%	-1	2%	-14%	0.6	-6%
CCOC(=O)c1ccc(NC(=O)CCS(=O)(=O)c2ccc3c(c2)oc(=O)n3C)cc1	0.3	10	-10	3%	/	1%	-24%	-0.3	3%
Cc1cc(C)n2nc(SCC(=O)N(Cc3ccccc3)C3CCS(=O)(=O)C3)nc2n1 (stereo not given)	0.3	-5	-4	-1%	6	-8%	-11%	2.3	-7%
CC(C)(C)C(=O)n1nc(-c2ccccc2)oc1=O	0.6	8	-2	?	31*	0%	3%	1.1	-8%
CC(CNC(=O)CCCn1c(=O)c2cccn2c2cccnc21)c1ccccc1 (stereo not given)	-2.0	-8	2&3	8%	/	-2%&-6%	-6%&-8%	-0.3	0%
CCN(CC)S(=O)(=O)c1ccc(C(=O)NNC(=O)c2csc(N3CCOCC3)n2)cc1	-0.1	3	0	-11%	15	-1%	-9%	0.6	-8%
c1ccc(Nc2nc(-c3ccncc3)nc3ccccc23)cc1	-0.1	4	-5	3%	0	0%	-21%	-0.9	9%
COc1ccc(OC)c(CNC(=O)Cn2nc(C)c3c(C)n(-c4ccccc4)nc3c2=O)c1	-0.6	-21	-1	29%	/	-10%	-26%	-0.7	8%
COC(=O)c1cc(NC(=O)CN2CCC(C(N)=O)(N3CCCCC3)CC2)cc(C(=O)OC)c1	-0.9	20	-3	6%	-13	1%	-4%	1.2	4%
COc1ccccc1C(=O)OCC(=O)Nc1ccc(OC(F)F)cc1	-3.1	2	2	-3%	24	2%	-15%	-0.9	8%[57.1 µM]
CCC(=O)Nc1ccc(NC(=O)c2cc3ccccc3o2)c(OC)c1	1.6	-6	2	-1%	-15	-7%	-7%	0.8	1%
Cc1nn(-c2ccccc2)c(Cl)c1/C=N/NC(=O)CNC(=O)c1ccccc1Cl	1.2	-4	1	1%	46*	7%	-20%	0.1	-3%
CC1(C)S[C@@H]2[C@H](NC(=O)C(C(=O)O)c3ccccc3)C(=O)N2[C@H]1C(=O)O (stereo not given in full)	0.3	-2	4&3	27%	33*	-8%	-32%	1.2	4%
COc1ccc(NC(=O)CN2C(=O)CCc3cc(S(=O)(=O)N4CCOCC4)ccc32)cc1Cl	0.4	-5	2	5%[57.1 µM]	/	17%	-18%	2.2	2%[57.1 µM]
CCO[C@H]1OC(C(=O)N2CCN(Cc3ccc4c(c3)OCO4)CC2)=C[C@@H](c2cn(C(C)=O)c3ccccc23)[C@@H]1CCCO	-0.4	-8	-4	-2%	2	-1%	-27%	-0.6	-9%
COC(=O)CCCC1=CC2=C(c3ccccc3)C(=O)C(C)(OC(=O)C3CCCC3)C(=O)C2=CN1C1CCCC1 (stereo not given)	0.0	-9	-4	?	-22	0%	-34%	-0.6	-3%
CN1CCc2nc(SCC(=O)Nc3ccc(F)cc3)c(C#N)cc2C1	1.1	-5	/	/	-6	/	/	-0.2	/
COc1ccc(C(=O)N2CCN(C(=O)c3ccc(-c4ccccc4)cc3)CC2)cc1OC	-0.4	29	1	24%[57.1 µM]	-4	2%	-23%	0.2	6%[57.1 µM]
Fc1ccc(CN2CCCN(C(=S)Nc3ccc(F)cc3)CC2)cc1	1.7	-3	0	26%[57.1 µM]	12	5%	0%	-0.1	3%[57.1 µM]
CS/C(N)=N/N=C/c1ccc([N+](=O)[O-])cc1	0.1	7	1	35%[57.1 µM]	/	2%	-5%	/	3%[57.1 µM]
COc1ccc(S(=O)(=O)O)cc1P(=O)(c1ccccc1)c1ccccc1	0.9	-15	-2	2%[11.4 µM]	-7	0%	-21%	-0.2	3%[11.4 µM]
Cc1ccc(NC(=O)c2ccc(NC(=O)N3CCSc4ncccc43)cc2)cc1Cl	-1.1	1	0	16%	/	12%	?	-0.5	5%
Cc1cc(C)c2nc(NC(=O)c3ccc4c(c3)OCO4)sc2c1	-0.1	15	-1	53%[activator]	-4	3%	-18%	-0.3	103%[activator]
CC1CCCCC12NC(=O)N(CC(=O)OCc1ccccc1F)C2=O (stereo not given)	/	/	1	5%	/	9%	-16%	/	-3%
COC(=O)Cn1c(=NC(=O)c2ccc([N+](=O)[O-])s2)sc2cc(Br)ccc21	0.1	3	/	/	-12	/	/	0.8	/
O=C1C2C3C=CC(CNS(=O)(=O)c4ccccc4)(O3)C2C(=O)N1c1ccc(Cl)cc1 (stereo not given)	1.2	9	-2	10µM*	26	4%	-13%	0.5	-2%
Cc1ccc(CN2CCc3c(OCC(=O)Nc4cccc(C)c4C)cccc3C2=O)cc1	0.2	-6	/	/	-3	/	/	1.7	/
